MCL1-BIM inh: inhibitors of MCL1 binding to BIM-BH3, primary screen, biochemical, fluorescence polarization. AID 2057, 2009. inhibition, % at 10.9 µM. GST-MCL1 / FITC-Bim-BH3 fluorescence polarization. Induced myeloid leukemia cell differentiation protein Mcl-1 (Homo sapiens), Q07820. 320,000 tested, 0.68% active;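 active = inhibition above the mean inhibition of all tested compounds plus 3 SD, set per campaign, cut at about 40% in these data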;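 also: 0% = DMSO wells and 100% = unlabeled Bim-BH3 peptide control; higher means more loss of mP so more displacement of Bim peptide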
Target sequence (Q07820 whole entry, looked up): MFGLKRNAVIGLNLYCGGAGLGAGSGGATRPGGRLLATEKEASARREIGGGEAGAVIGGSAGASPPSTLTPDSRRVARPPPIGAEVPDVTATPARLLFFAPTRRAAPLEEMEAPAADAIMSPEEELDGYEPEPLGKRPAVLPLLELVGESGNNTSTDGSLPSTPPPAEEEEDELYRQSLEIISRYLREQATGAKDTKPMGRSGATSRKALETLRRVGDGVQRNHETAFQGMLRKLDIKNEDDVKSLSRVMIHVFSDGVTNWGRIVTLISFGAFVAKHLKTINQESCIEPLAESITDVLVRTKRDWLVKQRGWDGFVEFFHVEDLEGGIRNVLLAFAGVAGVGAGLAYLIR
Efflux pump inh: inhibitors of Candida efflux pumps in yeast, primary screen, S. cerevisiae, Nile Red, multiplex | S. cerevisiae Candida pump triplex | inhibition, % at 10 µM | 330,000 tested, 0.44% active;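 active = plate passing quality check with inhibition over a set limit, or well fluorescence over plate mean plus 4 SD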;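 also: Nile Red retained in pooled yeast measured as flow cytometry median fluorescence; 0% = buffer negative control and 100% = Enniatin B positive control; higher means more Nile Red kept so more efflux inhibition; some compounds called inactive have numbers as strong as hits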
Yeast superoxide: reduction of superoxide in aged yeast, primary screen, HTS; S. cerevisiae aged cells, superoxide DHE fluorescence; active compounds read low; 330,000 tested, 0.18% active; superoxide response (% of plate mean), % at 10 µM;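 active = superoxide response under a set limit, about three screen SD below normal, cut at about 65% in these data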;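 also: yeast aged for seven days with compound at 30 °C before DHE staining; 100% = average MFI of all compound-treated wells on the plate with controls excluded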
GLD-1 RNA inh: GLD-1/TGE RNA complex disruptors, primary screen, biochemical, fluorescence polarization | Female germline-specific tumor suppressor gld-1 (Caenorhabditis elegans), Q17339 | purified GLD-1 + fluorescein TGE RNA | inhibition, % at 5.96 µM | 320,000 tested, 0.44% active;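 active = percent inhibition above a per-plate cutoff, the plate mean of test compounds plus 3 SD, cut at about 30% in these data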;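 also: 0% = DMSO wells with GLD-1 and probe and 100% = wells lacking GLD-1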
EBNA-1 inhibitor: EBNA-1 DNA-binding inhibitors, primary screen, biochemical, fluorescence polarization | inhibition, % at 14.8 µM | 300,000 tested, 0.34% active | AID 1950, 2009; in the data active = inhibition above about 28%
ZTA counter: blocks Epstein-Barr virus ZTA, an EBNA-1 counter-screen; ZTA-DNA binding, fluorescence polarization; P03206; 320,000 tested, 0.15% active; inhibition, % at 11 µM; in the data active = inhibition above about 33%
Bcl-xL primary: inhibitors of human Bcl-xL, primary screen, biochemical, fluorescence polarization, HTS; Bcl-2-like protein 1 (Homo sapiens), Q07817; GST-Bcl-xL / FITC-Bim BH3 peptide fluorescence polarization; inhibition, % at 10.9 µM; 320,000 tested, 0.7% active;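 active = inhibition above the mean of all tested compounds plus 3 SD, cutoff set per campaign, cut at about 30% in these data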;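 also: 0% = DMSO wells and 100% = unlabeled Bim-BH3 peptide competitor; inhibitors lower millipolarization by displacing the labeled peptide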
Target sequence (Q07817 whole entry, looked up): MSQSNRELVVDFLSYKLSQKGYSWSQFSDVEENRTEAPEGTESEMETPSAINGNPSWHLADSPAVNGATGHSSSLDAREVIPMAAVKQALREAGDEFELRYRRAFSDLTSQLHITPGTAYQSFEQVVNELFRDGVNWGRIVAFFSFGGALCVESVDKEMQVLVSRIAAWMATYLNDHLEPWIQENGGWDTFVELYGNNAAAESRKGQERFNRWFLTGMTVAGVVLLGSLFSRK
Fam108B counter: mouse Fam108B serine hydrolase inhibitors, primary screen, counter-screen for RBBP9 inhibitor project, biochemical, fluorescence polarization | recombinant Fam108B, FP-Rh probe fluorescence polarization | AID 1947, 2009 | 300,000 tested, 0.33% active | inhibition, % at 9.51 µM;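 active = inhibition above the screen mean inhibition plus 3 SD, computed separately per campaign, cut at about 18% in these data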;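 also: inhibitors lower polarization as less probe binds the enzyme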
MEX-5 binding: MEX-5 zinc finger RNA-binding disruptors – biochemical, C. elegans, fluorescence polarization, MLPCN library, primary screen; MEX-5/FITC-TCR2 RNA binding; active compounds read low; activity score (negative = inhibition of binding), % at 10 µM; 300,000 tested, 0.38% active; AID 1832, 2009;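 active = inhibition past about -25% in most replicates, and total fluorescence under double the plate's negative control median, limit read from the data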;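 also: 0% = DMSO and -100% = 5 µM competing unlabeled TCR2 RNA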
Target sequence (Q9XUB2 whole entry, looked up): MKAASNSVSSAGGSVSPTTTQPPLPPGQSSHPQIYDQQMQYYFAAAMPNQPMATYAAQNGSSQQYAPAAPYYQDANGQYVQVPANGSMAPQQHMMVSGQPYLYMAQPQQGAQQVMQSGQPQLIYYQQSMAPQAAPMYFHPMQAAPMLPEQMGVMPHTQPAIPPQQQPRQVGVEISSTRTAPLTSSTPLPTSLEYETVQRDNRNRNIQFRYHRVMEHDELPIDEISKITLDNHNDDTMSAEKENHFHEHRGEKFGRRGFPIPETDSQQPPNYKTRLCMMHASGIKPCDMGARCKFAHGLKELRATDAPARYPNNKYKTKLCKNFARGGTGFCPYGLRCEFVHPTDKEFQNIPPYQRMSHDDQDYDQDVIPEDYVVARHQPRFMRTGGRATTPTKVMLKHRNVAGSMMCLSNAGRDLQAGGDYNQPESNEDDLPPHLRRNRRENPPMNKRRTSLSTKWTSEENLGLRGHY
Numbers without * were called inactive; i = inactive; x = not tested or not shown.

SMILES	MCL1-BIM inh	Efflux pump inh	Yeast superoxide	GLD-1 RNA inh	EBNA-1 inhibitor	ZTA counter	Bcl-xL primary	Fam108B counter	MEX-5 binding
Cc1cccc(C(=O)NCCCNC(=O)c2ccc(C)nc2)c1	4	-0.1	82	4	2	18	2	2	-1.5
CC(C)=C1SC(N2CCCCC2)=NC1=O	1	-0.2	98	3	3	0	-2	3	-1.9
O=c1c2ccccc2[nH]c(=S)n1-c1cccc(S(=O)(=O)N2CCCC2)c1	3	0.0	100	0	0	-3	7	-1	-0.1
Cc1ccc2sc(=O)[nH]c2c1	6	0.3	101	1	-7	-1	7	0	-1.0
CCOc1ccc2nc(SC(CC)C(=O)Nc3cc(C)on3)sc2c1 (configuration not stated)	-5	0.2	115	-5	-7	-6	-2	-3	-1.1
COc1ccc(CN(CC2CCCO2)S(=O)(=O)c2ccc(C(=O)O)cc2)cc1OC (configuration not stated)	-5	-0.1	101	7	-2	-12	5	6	1.0
O=C(Nc1ccccc1C(=O)N1CCOCC1)c1ccco1	6	-0.3	88	4	-2	9	6	0	0.0
CCCOC(=O)c1cccc(Nc2nc(-c3cccnc3)nc3ccccc23)c1	1	-0.2	103	3	5	23	3	-17	-0.6
CN1CCC(=NNC(=O)c2ccco2)CC1	6	0.0	96	-2	-1	8	4	-8	-0.1
Cc1cccc(NC(=O)COC(=O)C2C3CC4OC(=O)C2C4C3)c1C (configuration not stated)	0	-0.2	87	6	0	-6	4	1	-1.2
COc1ccc(N(C(=O)c2cccnc2)S(=O)(=O)c2ccc3c4c(cccc24)C(=O)N3C)cc1	7	0.0	104	1	0	12	5	0	-1.4
Cn1c(C(=O)NCCOc2ccccc2Cl)cc(=O)n(C)c1=O	-6	-0.1	94	3	3	12	0	-1	2.5
O=C(Nc1ccc2c(c1)CCC2)c1ccc(Cl)nc1	-6	0.0	101	-6	5	-11	-7	1	0.0
O=C(CSc1n[nH]c(-c2ccccc2)n1)N1CCCC1	0	-0.1	95	16	-20	-10	0	-3	3.3
COC(=O)CSc1ncc(S(=O)(=O)c2ccccc2)c(=O)[nH]1	1	-0.1	90	-4	6	0	4	7	0.4
Cn1c(Cc2cccs2)n[nH]c1=S	1	0.1	101	9	-8	3	0	-3	-0.1
O=C(O)c1ccc(N2C(=O)Nc3ccccc3N2O)cc1	5	-0.1	108	3	2	27	8	-2	-0.7
CS(=O)(=O)Nc1cccc(-c2cnc3ccccc3n2)c1	-1	0.4	85	-8	-7	1	3	1	-3.0
CCN(CC)CCN(Cc1cc2cccc(C)c2[nH]c1=O)C(=S)Nc1ccccc1	-3	0.1	85	-3	4	10	2	-3	-1.2
Cn1c(=O)c2c(-c3ccccc3)n(Cc3cccnc3)cc2n(C)c1=O	3	0.0	98	1	-1	-6	7	3	-1.1
Cc1onc(-c2c(Cl)cccc2Cl)c1C(N)=O	13	0.1	90	5	-5	-2	5	2	0.5
O=C(CCC1CCCC1)Nc1ccc(C(=O)NCc2cccnc2)cc1	0	0.1	104	4	2	-4	0	-3	0.8
O=c1[nH]cc(S(=O)(=O)N2CCCc3ccccc32)c(=O)[nH]1	7	0.2	99	-5	-11	-5	2	-4	-0.8
CC(OC(=O)c1cc(=O)[nH]c2ccccc12)C(=O)NCc1ccccc1 (configuration not stated)	-1	0.0	85	2	4	0	1	4	0.3
Cn1c(=O)oc2cc(S(=O)(=O)N3CCC(C(=O)Nc4ccc(OC(F)(F)F)cc4)CC3)ccc21	1	-0.1	110	15	2	14	0	-5	0.3
O=C(CCN1CCOCC1)c1ccc(N2CCCCC2)cc1	1	-0.1	88	2	x	5	4	x	x
O=C(NCCC1=CCCCC1)NC12CC3CC(CC(C3)C1)C2	-8	0.3	97	-13	-16	-5	-1	-3	-0.9
Cc1ccc(NC(=O)NNC(=O)COc2ccc3ccccc3c2)cc1	17	0.1	98	4	5	-1	3	-1	-0.7
Cc1ccc(C(=O)Cn2cnc3ccccc3c2=O)cc1C	3	0.0	87	1	-1	-5	5	-5	-0.1
COc1ccc(NC(=O)CS(=O)(=O)Cc2ccccc2)c([N+](=O)[O-])c1	2	0.2	92	3	-6	-7	1	3	2.8
CCCN1CNC(=S)N(c2ccccc2OCC)C1	1	0.1	105	7	-5	1	0	-4	0.4
Cc1sc(NC(=O)CSc2nnnn2C)c(C#N)c1C	8	0.0	83	-4	-4	-3	6	1	-0.4
COc1cc(CC(NC(C)=O)C(=O)NC2CCN(C(=O)Nc3ccc(C)cc3)CC2)cc(OC)c1 (configuration not stated)	2	-0.2	96	4	-12	-2	3	-3	-2.1
Cc1cc(C)nc(SCCS(=O)Cc2ccc(Cl)cc2)n1 (configuration not stated)	8	0.4	103	-7	-6	0	4	0	0.6
Cc1ccc(S(=O)(=O)N/N=C/c2cnn(C)c2C)cc1	1	0.3	110	-4	1	13	-1	0	-2.6
Cc1ccc(NC(=O)COCC(=O)Nc2ccc(C)cc2)cc1	-12	0.0	104	3	-8	-6	2	-3	0.2
COc1ccc(CCNC(=O)c2nn(C)cc2Cl)cc1	-6	0.1	106	9	-10	-12	2	4	0.2
COc1cc2c(cc1OC)C(COc1ccc([N+](=O)[O-])cc1)NCC2 (configuration not stated)	1	0.1	86	-4	2	14	5	2	-0.6
O=C(CSc1nnc(-c2cccnc2)n1Cc1ccco1)c1ccc(Cl)cc1	-1	-0.2	i	-2	7	-1	-2	2	3.5
CCOC(=O)NC(=O)/C(C#N)=N/Nc1c(F)cccc1F	-1	-0.1	93	3	-4	-19	2	-1	x
COc1ccc(CC(=O)NCCS(=O)(=O)N2CCN(c3ccccc3OC)CC2)cc1	1	0.0	112	3	-2	-6	7	0	0.9
CCCCCCc1ccc(OCC(=O)O)cc1OCC(=O)O	14	0.1	99	-3	-5	9	6	1	-1.7
COc1ccc(S(=O)(=O)N(C)CC(=O)Nc2ccc3c(c2)OCO3)cc1OC	-2	-0.1	90	3	1	0	5	3	-2.4
O=[N+]([O-])c1cn(Cc2ccc(Cl)cc2)cn1	7	0.0	99	10	8	5	0	1	1.7
O=C(NCCN1CCCCC1)/C(=N\O)c1ccccc1	-1	-0.1	87	0	9	-9	3	3	x
CC(C)(C)C(=O)NNC(=O)c1cc2sccc2s1	-3	-0.1	104	1	-5	-5	0	1	1.9
COc1ccc(N2CCN(C(=O)[C@@H](NC(=O)c3ccccc3Cl)C(C)C)CC2)cc1	-2	0.1	84	3	-3	-15	4	5	0.2
O=C(NNC(=O)c1ccc(NC(=O)c2ccccc2)cc1)c1ccccc1	1	0.0	101	7	25	11	2	-6	-1.7
O=S(=O)(Nc1nccs1)c1cnc(Cl)c(Br)c1	4	0.0	107	4	13	-3	9	-7	-1.8
COc1ccc(C(=O)Nc2cc([N+](=O)[O-])ccc2N2CCN(C)CC2)cc1	-4	-0.2	98	1	-3	-3	1	2	1.0
O=C(NCCCN1CCCC1)c1ccc(CSCc2cccc(Cl)c2)o1	9	0.8	90	6	-8	-12	3	-1	-0.6
COc1cc(/C=N/NC(=O)C23CC4CC(CC(C4)C2)C3)cc(Br)c1O	2	-0.1	100	-2	7	0	5	3	0.3
COc1ccc(NC(=O)C2CCC(CNc3c(N4CCC(C)CC4)c(=O)c3=O)CC2)cc1OC (configuration not stated)	0	0.1	100	3	-2	-7	3	0	-5.6
CCc1ccc(N2CC34C=CC(O3)C(C(=O)OC)C4C2=O)cc1 (configuration not stated)	6	0.0	87	5	13	17	1	-2	1.1
O=C(Nc1ccc(F)cc1)c1ccc(S(=O)(=O)N2CCCC2)cc1	0	0.5	88	5	-12	-7	4	-3	0.8
CCCn1c(SCC(=O)NC2CC2)nnc1-c1cccs1	2	0.5	89	2	1	8	-3	0	1.2
O=C(NCC1CCCO1)Nc1ccc(Cl)cc1 (configuration not stated)	5	-0.1	110	4	-5	-31	-3	-3	0.3
O=S(=O)(Nc1ccc(N2CCCCC2)cc1)c1ccc(F)cc1F	8	0.2	104	4	-9	-1	6	0	0.7
Cc1cnc(C(=O)Nc2ccc(N3CCOCC3)cc2)cn1	2	-0.4	74	2	1	-1	-4	-2	2.2
CC1CCCCC1NC1=NCCCS1 (configuration not stated)	8	0.0	78	-1	-2	-1	2	0	0.3

An excerpt of these results, as labelled records:
CC(C)(C)C(=O)NNC(=O)c1cc2sccc2s1
  MCL1-BIM inh: -3; Efflux pump inh: -0.1; Yeast superoxide: 104; GLD-1 RNA inh: 1; EBNA-1 inhibitor: -5; ZTA counter: -5; Bcl-xL primary: 0; Fam108B counter: 1; MEX-5 binding: 1.9
COc1ccc(N2CCN(C(=O)[C@@H](NC(=O)c3ccccc3Cl)C(C)C)CC2)cc1
  MCL1-BIM inh: -2; Efflux pump inh: 0.1; Yeast superoxide: 84; GLD-1 RNA inh: 3; EBNA-1 inhibitor: -3; ZTA counter: -15; Bcl-xL primary: 4; Fam108B counter: 5; MEX-5 binding: 0.2

Carrying on:
SMILES	MCL1-BIM inh	Efflux pump inh	Yeast superoxide	GLD-1 RNA inh	EBNA-1 inhibitor	ZTA counter	Bcl-xL primary	Fam108B counter	MEX-5 binding
O=C(N/N=C/c1ccccn1)c1ccc(Cl)cc1	3	0.1	97	-3	6	0	6	2	-8.0
Cc1nc(N2CCOCC2)nc2c1CCC2	2	-0.1	114	4	8	1	3	-2	1.1
Cc1nn(Cc2ccccc2)c(N)c1C#N	5	-0.1	96	-3	-2	-11	9	-3	0.6
COc1cc(NC(=S)NCc2cccnc2)cc(OC)c1	9	0.0	89	1	4	-13	3	1	3.4
Cc1cc(NC(=O)COc2cccc([N+](=O)[O-])c2)no1	0	0.1	93	-6	-7	2	2	6	-0.1
CCOC(=O)C1CCCN(S(=O)(=O)c2ccc3ccccc3c2)C1 (configuration not stated)	-8	0.0	91	-4	-2	14	3	3	0.4
C/C(N)=C(/C#N)C(=O)CSc1nnc(Nc2ccccc2C)s1	4	-0.2	96	-1	-1	-4	5	-4	1.0
O=C(NCc1csc(-c2cccs2)n1)Nc1ccc(C(F)(F)F)cc1	0	0.0	100	5	1	11	-1	-17	-1.1
O=C(CSc1nnc2n1CCCN2)c1ccccc1	-5	-0.1	100	5	2	2	0	1	0.3
O=C(c1ccco1)N1CCN(C(=O)C(Sc2ccccc2)c2ccccc2)CC1 (configuration not stated)	7	0.0	121	-3	-7	-4	5	-6	3.7
CCCNC(=O)COc1ccc(-c2nn(C)c(=O)c3ccccc23)cc1	4	0.1	112	4	-20	-12	0	-2	0.9
CSc1nc(Cl)c(Cc2ccc(OC(C)C)cc2)c(N(C)C)n1	4	1.7	109	6	-12	-9	7	-3	1.1
Cc1nn(-c2ccccc2)c(N)c1C(O)(C(F)(F)F)C(F)(F)F	-4	2.2	111	4	-1	-11	1	1	2.2
Cc1csc(NC(=O)CSc2nnc(Cc3cccn3C)n2CCc2ccccc2)n1	1	0.5	104	2	6	-2	0	-1	x
COc1ccc(C)cc1S(=O)(=O)N(C)CC(=O)Nc1ccccc1	8	0.0	95	-8	-5	-27	7	2	-2.9
CC(C)CC(=O)Nc1cccc2c1C(=O)N(c1ccccc1)C2=O	1	-0.1	102	8	-10	-11	11	1	-0.9
O=C(c1cc2ccccc2oc1=O)N1CCN(c2ccc(N3CCOCC3)nn2)CC1	6	-0.2	126	-6	11	-4	7	-4	0.4
O=C(CCNC(=O)C1CCN(S(=O)(=O)c2ccc(F)cc2)CC1)NCc1ccccc1Cl	3	-0.3	99	3	0	1	0	-1	0.1
COc1ccc(CC(=O)N(C)CC(=O)Nc2c(C)cccc2C)cc1S(=O)(=O)N1CCOCC1	-2	0.0	104	0	x	-14	1	x	x

Screening data (PubChem)
